# Source: PubChem (several laboratories)
# procasp7 counter = counter-screen for procaspase-3 activators: activators of human procaspase-7 | P55210 | recombinant procaspase-7, Ac-DEVD-pNA absorbance 405 nm; D23A/D198A/D206A triple mutant, cannot self-cleave; scale: DMSO 0, 5 µM enzyme 100 | activation, % at 8.5 µM | hit rate 0.093% among 330,000 | AID 463210;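 active = percent activation above the screen-wide mean plus 3 SD, cut at about 25% in these data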
# Target sequence (P55210 whole entry D23A/D198A/D206A): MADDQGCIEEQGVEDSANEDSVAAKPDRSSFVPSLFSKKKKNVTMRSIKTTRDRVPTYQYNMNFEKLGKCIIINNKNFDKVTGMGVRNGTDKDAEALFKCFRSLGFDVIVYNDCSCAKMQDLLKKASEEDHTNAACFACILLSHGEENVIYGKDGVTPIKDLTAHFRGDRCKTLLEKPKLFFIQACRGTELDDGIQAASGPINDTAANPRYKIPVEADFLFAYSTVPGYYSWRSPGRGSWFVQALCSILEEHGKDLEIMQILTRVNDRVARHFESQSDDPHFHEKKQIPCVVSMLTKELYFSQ
#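 Material: Procaspase-7 triple mutant (PC-7 D3A) | Quantity: 2 µM procaspase-7 mutant as dispensed | Reagent: DEVD-pNA substrate | Times: 1 h preincubation, 2 h reaction | Technique: 405 nm absorbance of p-nitroaniline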
# procasp3 activ = activators of human procaspase-3 | AID 463141 | hit rate 0.11% among 330,000 | activation, % at 8.5 µM | recombinant procaspase-3 D3A, Ac-DEVD-pNA absorbance 405 nm;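 active = activation above the mean of all tested compounds plus 3 SD, cut at about 21% in these data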;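 also: 0% = DMSO alone and 100% = DMSO wells spiked with extra 5 µM PC-3 D3A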
# Target sequence (P42574 whole entry D9A/D28A/D175A): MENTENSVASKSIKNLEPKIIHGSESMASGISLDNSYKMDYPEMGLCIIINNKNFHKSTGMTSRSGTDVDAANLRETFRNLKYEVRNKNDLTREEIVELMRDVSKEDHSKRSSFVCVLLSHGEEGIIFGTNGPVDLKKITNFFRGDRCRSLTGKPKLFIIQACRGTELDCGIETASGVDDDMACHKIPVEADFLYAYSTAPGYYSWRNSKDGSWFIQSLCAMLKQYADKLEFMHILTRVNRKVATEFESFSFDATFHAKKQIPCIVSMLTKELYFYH
#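 Evaluation: percent activation relative to control range; Material: Procaspase-3 D3A mutant, all three cleavage aspartates alanine; Compound: single dose, 8.5 µM nominal compound, 0.8% DMSO; Replication: one well per compound; Signal: absorbance at 405 nm, 0 and 120 min; Schedule: 1 h preincubation plus 2 h reaction at 25 °C.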
# Yeast superoxide = yeast age-related superoxide inhibition as caloric restriction mimetic; AID 2690; hit rate 0.18% among 330,000; S. cerevisiae aged cells, superoxide DHE fluorescence; stronger effect = lower value; superoxide response (% of plate mean), % at 10 µM;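 active = superoxide response under a set limit, about three screen SD below normal, cut at about 65% in these data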;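 also: yeast aged for seven days with compound at 30 °C before DHE staining; 100% = average MFI of all compound-treated wells on the plate with controls excluded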
# RPL19A TOR yeast = alters RPL19A-GFP fluorescence in TOR pathway yeast screen | S. cerevisiae RPL19A-GFP strain, flow cytometry, 3 h; stronger effect = lower value | percent response vs DMSO, % at 10 µM | hit rate 0.3% among 330,000 | AID 2025;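 active = percent response vs DMSO below 50%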;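 also: median channel GFP fluorescence of the barcoded RPL19A-GFP strain; ratio of sample median GFP to plate DMSO average so 100% = DMSO; lower means less RPL19A-GFP as with rapamycin TOR inhibition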
# AHR act = human AHR activation. P35869. AHR-responsive luciferase reporter cells, luminescence. activation, % at 5 µM. hit rate 2.5% among 320,000; in the data active = activation above about 47%;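 also: 0% = vehicle wells and 100% = reference agonist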
# LAP4 TOR yeast = modulators of TOR pathway LAP4-GFP in S. cerevisiae; AID 2023; S. cerevisiae LAP4-GFP multiplex, flow cytometry GFP, 3 h; median GFP as percent of DMSO wells; GFP response vs DMSO, % at 10 µM; hit rate 0.34% among 320,000;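 active = GFP response vs DMSO above a set limit, about the screen mean plus 3 SD, cut at about 150% in these data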
# JMJD2C inh = inhibitors of human GASC-1 (JMJD2C) demethylase | GST-JMJD2C(1-420) H3K9me3 demethylation, DELFIA europium | inhibition, % at 2.35 µM | hit rate 0.069% among 330,000 | Q9H3R0;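 active = more than half of a compound's replicate wells show inhibition beyond 50%, single wells judged on their own value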;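 also: signal counts dimethyl H3K9 product captured on neutravidin plate; 0% = median of DMSO wells and 100% = 0.3 times that DMSO median; strong numbers were not always called active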
# Target sequence (Q9H3R0 1-420 limits assumed): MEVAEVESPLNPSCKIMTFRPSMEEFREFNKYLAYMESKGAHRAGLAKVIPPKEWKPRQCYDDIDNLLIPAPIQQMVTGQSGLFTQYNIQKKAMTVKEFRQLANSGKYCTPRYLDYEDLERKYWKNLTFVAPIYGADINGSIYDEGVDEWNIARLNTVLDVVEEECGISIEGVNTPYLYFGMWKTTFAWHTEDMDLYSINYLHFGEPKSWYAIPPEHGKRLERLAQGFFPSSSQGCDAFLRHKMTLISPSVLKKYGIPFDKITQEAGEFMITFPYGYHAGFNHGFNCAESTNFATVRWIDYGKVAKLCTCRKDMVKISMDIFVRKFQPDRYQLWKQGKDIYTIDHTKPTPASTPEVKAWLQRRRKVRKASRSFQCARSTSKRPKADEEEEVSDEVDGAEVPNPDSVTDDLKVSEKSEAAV
# MEP2 TOR yeast = yeast TOR pathway MEP2-GFP modulation. S. cerevisiae MEP2-GFP strain, flow cytometry GFP, 3 h; 100% = DMSO control level. GFP response vs DMSO, % at 10 µM. hit rate 0.51% among 330,000. AID 2016;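 active = GFP response versus DMSO above a set limit, roughly screen mean plus 3 SD, cut at about 180% in these data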;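 also: median GFP fluorescence of the barcode-gated MEP2-GFP cells per well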
# Starred values were filed as active, the others as inactive; · = no result given; & = joins results of further samples; [ ] = remark or other dose. The order is random (roughly 3.8% active in at least one column).
Compound	procasp7 counter	procasp3 activ	Yeast superoxide	RPL19A TOR yeast	AHR act	LAP4 TOR yeast	JMJD2C inh	MEP2 TOR yeast
O=S(=O)(Nc1cccc(-c2ccc3nncn3n2)c1)c1cccc(F)c1	10.9	3.9	99.6	102.0	-1.5	98.2	-2.0	103.4
O=C(CN1C(=O)C(=O)N(C2CCCC2)C1=O)Nc1ccccc1OC(F)F	5.8	-3.0	109.1	99.0	0.4	96.3	-1.4	98.5
COc1ccc2c(C)c(C(=O)O)oc2c1	-6.8	2.4	101.9	94.2	-4.3	·	-0.9	90.7
COc1ccc(/C(C)=N\NC(=O)c2ccc3c(c2)OCO3)cc1OC	6.1	-6.1	87.5	94.5	14.5	104.8	2.9	98.1
Cc1cccc(-c2nsc(SCC(=O)NCc3ccco3)n2)c1	-2.8	-4.0	87.9	101.0	13.9	106.0	-6.6	102.3
COc1cc(C(=O)c2ccccc2)c(OC)cc1C(=O)Nc1ccc(O)cc1	-3.6	-0.9	121.1	102.1	7.0	98.1	3.0	97.2
CC(C)(C)c1cc[n+](CC(=O)Nc2cc(C(F)(F)F)ccc2N2CCOCC2)cc1	4.0	-3.2	92.2	97.0	0.8	85.5	-7.6	103.5
CC(=O)N1CCCN(Cc2cn(-c3ccc(C)cc3)nc2-c2ccc(F)cc2)CC1	4.3	-7.5	90.2	97.5	1.4	98.9	-4.1	95.1
Cc1cccc(C)c1NC(=S)NC(C)(C)CO	3.0	3.5	105.6	89.2	3.9	96.8	-1.3	96.7
O=C(O)CCCCn1c(SCC(=O)Nc2ccccc2C(F)(F)F)nc2ccsc2c1=O	12.8	5.7	118.8	102.8	-3.7	106.2	2.5	101.5
CCOCCOc1cccc(C(=O)NC(c2ccccc2)c2ccccc2)c1	6.6	-0.6	96.6	106.3	0.0	83.4	-0.6	101.6
COc1ccc(NC(=O)C(CC(=O)O)Cc2ccc(Cl)cc2)cc1 (stereo unspecified)	-0.2	2.3	94.0	109.9	2.8	95.9	-0.3	112.8
CC(Oc1ccccc1)c1nnc(SCC(=O)NC2CC2)n1C (stereo unspecified)	-2.6	8.5	98.6	110.8	-0.7	110.0	-10.4	114.5
COC(=O)c1ccc(NC(=O)NCCCl)cc1	6.2	0.7	104.5	98.0	4.1	91.6	-4.1	88.2
CC1CCCc2sc3nc(N4CCN(CCO)CC4)n4ncnc4c3c21 (stereo unspecified)	8.1	3.6	95.7	98.7	31.2	100.6	1.6	96.7

# Overlap with the part before: 2 entries, then new ones.
Compound	procasp7 counter	procasp3 activ	Yeast superoxide	RPL19A TOR yeast	AHR act	LAP4 TOR yeast	JMJD2C inh	MEP2 TOR yeast
COC(=O)c1ccc(NC(=O)NCCCl)cc1	6.2	0.7	104.5	98.0	4.1	91.6	-4.1	88.2
CC1CCCc2sc3nc(N4CCN(CCO)CC4)n4ncnc4c3c21 (stereo unspecified)	8.1	3.6	95.7	98.7	31.2	100.6	1.6	96.7
Cc1ccc(S(=O)(=O)N(C)CC(=O)NC2CCCC2)cc1	-8.3	1.0	100.0	107.0	1.3	103.9	-13.3	100.3
COc1ccc(CCNC(=O)CCNC(=O)c2ccco2)cc1	4.5	6.2	99.3	103.1	0.6	76.4	8.1	97.8
Cc1ccc2oc(C(=O)N(CCO)Cc3ccccc3)c(C)c2c1	-5.8	-1.1	106.6	102.4	4.5	91.0	7.3	99.7
CCCNC(=O)c1ccc(C)c(NC(=O)C2=C(C)OCCS2)c1	3.3	-0.3	119.8	101.7	7.6	93.0	-17.4	114.5
CCCCCn1nc(C(=O)OCc2nnc(-c3ccccc3)o2)c2ccccc2c1=O	9.3	7.8	106.6	96.9	-0.9	106.5	5.5	101.8
O=C(O)c1ccc(-n2ncc3c2/C(=C/c2cccc([N+](=O)[O-])c2)CC3)cc1	1.9	12.5	104.0	99.3	2.2	101.6	10.2	100.6
O=c1c(-c2n[nH]c(=S)n2-c2ccccc2)cccn1Cc1cccc(Cl)c1	-6.5	-10.2	106.7	99.3	-1.3	89.0	-27.2	96.3
O=C(CCC(=O)Nc1nnc(C2CCCCC2)s1)NCc1ccccc1	1.4	5.4	112.6	94.4	-1.0	103.3	-13.4	94.2
O=C(NCCc1nc2ccccc2[nH]1)/C(=C/c1ccc(F)cc1)NC(=O)c1ccco1	4.1	1.4	94.9	98.3	-0.4	105.2	-4.7	93.3
CCN(CC(=O)Nc1ccc2c(c1)OCCO2)Cc1cc(=O)oc2cc(C)c(C)cc12	9.6	6.9	78.4	101.9	0.2	107.0	-11.0&-4.5	106.1
COc1ccc(CN(C(=O)c2snc(C(N)=O)c2N)C(C)C(=O)NCc2ccc(F)cc2)cc1 (stereo unspecified)	-10.4	-15.5	97.4	104.6	4.6	95.0	-1.2	100.3
CC(C)Oc1ccc(C(=O)NCc2cccnc2)cc1	7.3	9.6	106.7	98.6	10.3	90.8	4.1	96.7
Cc1ccc(-c2nc(-c3nccc4ccccc34)oc2-c2ccccc2)cc1	1.2	9.2	96.9	102.9	13.3	86.5	7.1	95.8
O=C(CN1CCN(C(=O)c2ccco2)CC1)N1CCc2[nH]c3ccccc3c2C1	-1.2	-5.7	94.8	98.7	3.5	111.3	·	107.3
CCOc1cc(C(=O)OCC(=O)NC(C)c2ccccc2)ccc1OCC(=O)N1CCOCC1 (stereo unspecified)	1.6	7.6	96.2	101.0	2.5	105.1	-29.1	100.6

# Continued.
Compound	procasp7 counter	procasp3 activ	Yeast superoxide	RPL19A TOR yeast	AHR act	LAP4 TOR yeast	JMJD2C inh	MEP2 TOR yeast
O=C(O[C@H]1[C@H](Cc2ccccc2)NS(=O)(=O)[C@H]2C[C@@H]3C=C[C@]12O3)c1ccc([N+](=O)[O-])cc1	-0.1	5.7	105.2	96.3	2.1	98.1	-1.0	92.0
c1nc(C2CCCCC2)cc2cc3c(cc12)OCO3	-1.4	6.2	113.2	88.9	6.2	91.5	22.6	85.9
Cc1nc(-c2ccc(S(=O)(=O)N3CCN(C(c4ccccc4)c4ccccc4)CC3)s2)cs1	5.1	5.4	89.4	98.9	-2.7	110.3	-4.3	101.9
CCN(CC)Cc1c(C(=O)N/N=C/c2ccccn2)nnn1-c1nonc1N	-5.6	4.3	92.8	54.6[may fluoresce violet]	6.6	89.8[may fluoresce violet]	24.9	295.2*[may fluoresce violet]
C/C(=N/NC(=O)Cc1cccs1)c1ccco1	13.7	-2.2	93.2	95.2	0.3	95.2	-2.5	98.3
Cc1nn2c(-c3ccccc3)c(-c3ccccc3)nc2[nH]c1=O	-1.1	4.5	101.6	88.1	4.1	78.2	7.5	84.7
CCC(=O)N(Cc1ccco1)Cc1cc2cc3c(cc2[nH]c1=O)OCO3	-19.0	-13.0	123.5	106.4	35.6	96.9	1.5	97.3
Cn1c(CNC(=O)c2ccccc2F)nnc1SCCOc1ccccc1	-0.9	-11.5	111.6	104.7	0.0	94.7	172.9	108.1
Cc1cccc(NC(=S)N(Cc2cccs2)Cc2cc3cc(C)ccc3[nH]c2=O)c1	7.2	4.0	90.1	101.8	15.0	103.6	-7.8	104.4
COc1cc(OC)nc(NC(=O)NS(=O)(=O)c2ccc(F)cc2)n1	-5.1	-7.8	114.2	96.3	-0.3	98.4	4.8	100.9
CC(=O)N1c2ccccc2C(C)CC12CCCCC2 (stereo unspecified)	14.3	10.3	106.8	98.0	-0.3	109.9	0.8	103.5
CCc1ccc(NC(=O)c2ccc(Cn3cc([N+](=O)[O-])cn3)cc2)cc1	-1.8	3.2	104.9	100.4	3.6	100.8	-1.7	102.7
C[N+]12CCC(CC1)C(OC(=O)C(O)(c1ccccc1)c1ccccc1)C2 (stereo unspecified)	5.1	7.5	94.7	89.9	-0.2	117.7	-6.7	96.7
CCOC(=O)c1c(-c2ccc(C)o2)csc1NC(=O)CSc1nncs1	-26.9	-14.0	94.9	94.7	15.4	134.4	0.6	93.5
COc1ccc(N(CC(=O)NC2CCCC2)C(=O)c2ccc(C)s2)cc1OC	6.8	-3.9	91.8	102.4	0.5	101.9	6.1	106.3

# Remaining list, next part:
Compound	procasp7 counter	procasp3 activ	Yeast superoxide	RPL19A TOR yeast	AHR act	LAP4 TOR yeast	JMJD2C inh	MEP2 TOR yeast
CCN1CCN(Cc2nnc(-c3ccc(C)cc3)o2)CC1	6.4	3.1	100.3	99.7	0.6	83.5	2.9	97.1
Clc1ccc(OCc2nn3c(-c4ccncc4)nnc3s2)cc1	9.2	-6.8	114.8	97.7	13.8	94.5	-2.8	100.2
COc1ccc(OCC(=O)NCc2ccc(Cl)cc2)cc1	13.8	4.6	91.0	96.9	2.3	102.5	-2.8	100.1
CC(C)NC(=S)Nc1ccc2cn[nH]c2c1	7.2	-2.5	101.1	100.4	1.7	96.6	-1.8	102.4
CCCCN(C)C(=O)c1cn(CC)c2ccc(S(=O)(=O)N(C)C)cc2c1=O	4.5	-1.4	97.8	102.0	-1.3	103.8	-2.9	98.7
CC(=O)C1=C(O)C(=O)N(c2ccccn2)C1c1ccc(Cl)cc1 (stereo unspecified)	2.5	-2.9	107.8	101.5	-0.7	98.5	7.7	100.7
COc1ccc(N2CCC(CNC(=S)Nc3cc(C)ccc3C)C2)cc1 (stereo unspecified)	-10.1	-20.2	79.2	97.0	2.2	120.5	-4.2	98.6
CCOC(=O)Cc1csc(NC(=O)CCCN2C(=O)c3ccccc3C2=O)n1	17.2	-3.4	83.2	102.0	3.2	104.9	8.7	100.5
Cn1c(N)c(C(=O)CSc2nnc(-c3ccccc3F)n2N)c(=O)n(C)c1=O	4.2	3.4	91.4	93.6	1.4	101.4	-1.5	92.8
CCOC(=O)C1(P(=O)(c2ccccc2)c2ccccc2)CCC1	-10.0	0.9	103.5	104.8	0.9	104.8	-10.9	104.5
Cc1cc(SCC(=O)c2ccc(O)c(O)c2)n2nc(C)c(-c3ccccc3)c2n1	-5.5	8.1	111.9	95.6	0.5	104.5	-4.3	103.6
O=C(CCN1C(=O)/C(=C/c2ccccc2)SC1=S)NCCc1ccc(O)cc1	-10.4	-10.8	101.3	104.8	-1.6	96.3	-0.7	105.1
CNC(=S)Nc1ccc(C(N)=O)cc1	-0.2	9.3	108.5	98.3	-1.1	96.0	10.3	100.0
COCCN(C(=O)C1CCCC1)c1c(N)n(Cc2ccccc2)c(=O)[nH]c1=O	13.7	-1.3	109.3	120.3	-2.2	106.6	2.7	110.1
CCn1ccc(C(=O)Nc2cccc(Cl)c2)n1	2.9	-1.7	100.0	101.0	3.8	94.2	7.6	105.5

# The list continues:
Compound	procasp7 counter	procasp3 activ	Yeast superoxide	RPL19A TOR yeast	AHR act	LAP4 TOR yeast	JMJD2C inh	MEP2 TOR yeast
CS(=O)(=O)N(CC(=O)NCCSCc1ccccc1Cl)c1ccccc1F	2.8	1.6	107.5	103.6	0.1	93.8	-7.2	108.5
CC(CCN1CCC(n2nccc2NC(=O)c2ccccc2Cl)CC1)c1ccccc1 (stereo unspecified)	1.0	3.0	106.7	102.4	7.0	100.3	1.2	98.4
CCCc1cc(=O)n2[nH]c(C)c(-c3ccc(OC)cc3)c2n1	3.8	-0.7	94.9	108.3	-2.5	93.1	-3.8	114.3
O=C(N/N=C/c1ccc(OC(F)F)cc1OC(F)F)NC1CCCCC1	2.8	-0.1	104.7	96.3	10.8	111.1	1.0	94.8
CC(C)Nc1nc(Cl)nc(NC2CCCCC2)n1	3.5	4.8	99.3	102.2	0.1	96.5	-16.6	106.8
CCC(C)(C(=O)NC1CCCC1)N(Cc1cccs1)C(C)=O (stereo unspecified)	1.8	3.0	95.4	102.2	4.7	92.0	34.1	99.2
